Compound activity deposited in PubChem by National Center for Advancing Translational Sciences (NCATS).
FH mod = Identification of activators of human fumarate hydratase by quantitative high-throughput screening; Fumarate hydratase, mitochondrial (Homo sapiens), P07954; FH coupled MDH/diaphorase resazurin fluorescence, 15 min; Potency, µM (top dose mostly 79.9 µM), without a hit: at the top dose activity change, negative = inhibition, most hits filed as inhibitors; actives 0.22% (n = 54,000); AID 1347055, 2019; also: the screen sought activators but most active calls are inhibition curves; nearly all actives have a fitted effect of over 45% in size
Target sequence (P07954 whole entry, looked up): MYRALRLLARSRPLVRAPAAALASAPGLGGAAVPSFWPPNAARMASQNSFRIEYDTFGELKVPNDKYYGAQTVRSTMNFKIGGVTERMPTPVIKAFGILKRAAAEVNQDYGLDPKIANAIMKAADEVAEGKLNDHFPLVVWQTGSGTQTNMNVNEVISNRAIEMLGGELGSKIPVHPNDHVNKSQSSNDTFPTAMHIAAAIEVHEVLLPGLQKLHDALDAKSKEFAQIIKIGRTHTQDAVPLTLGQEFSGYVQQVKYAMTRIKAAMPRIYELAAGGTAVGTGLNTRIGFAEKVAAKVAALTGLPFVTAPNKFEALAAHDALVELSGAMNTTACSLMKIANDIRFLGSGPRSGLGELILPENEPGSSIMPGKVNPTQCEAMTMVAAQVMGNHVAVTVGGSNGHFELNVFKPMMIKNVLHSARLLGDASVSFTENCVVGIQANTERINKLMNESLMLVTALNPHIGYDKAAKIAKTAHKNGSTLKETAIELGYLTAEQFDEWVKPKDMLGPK
NTMT1 inh = Primary qHTS for Inhibitors of N-terminal methyltransferase 1 (NTMT1): MTaseGlo Assay. NTMT1 MTase-Glo SAH luminescence, purified enzyme. Potency, µM (series often up to 114 µM), inactives show at the top dose activity change, negative = inhibition, most hits filed as inhibitors. actives 2.5% (n = 59,000). N-terminal Xaa-Pro-Lys N-methyltransferase 1 (Homo sapiens), Q9BV86;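 also: plate controls were DMSO vehicle for no effect and no enzyme for full effect; nearly all actives have a fitted effect of over 65% in size; many of its hits are not listed in these tables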
Target sequence (Q9BV86 whole entry, looked up): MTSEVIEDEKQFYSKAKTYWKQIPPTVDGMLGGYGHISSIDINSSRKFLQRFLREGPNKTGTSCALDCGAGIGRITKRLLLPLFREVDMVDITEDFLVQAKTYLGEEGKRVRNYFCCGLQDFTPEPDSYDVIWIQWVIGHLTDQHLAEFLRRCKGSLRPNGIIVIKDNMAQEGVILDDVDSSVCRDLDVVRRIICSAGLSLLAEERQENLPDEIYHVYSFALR
Active calls of the source: *; ? = inconclusive; & = joins results of further samples; ! = repeats disagree; [ ] = remark or other dose. Calls follow the shape of the dose curve; as a rule, active = well fitted curve in the direction sought with a large enough effect; inconclusive = small, poorly fitted or top-dose-only effect, or another doubt; inactive = no such curve, though single readings can be large; an effect the other way counts as inactive or inconclusive. Unless noted, % is scaled to controls: 0 for no effect and ±100 for the full control effect; potency is read from the fitted curve at half-maximal effect. Some of the compounds tested; rates above refer to the full screens.

SMILES | FH mod | NTMT1 inh
CC(C)=CCC(O)[C@](C)(O)C1[C@H](O)C[C@@]2(C)C3CC=C4C(C[C@H](O)[C@@H](O[C@@H]5O[C@H](CO)[C@@H](O)[C@H](O)[C@H]5O)C4(C)C)[C@]3(C)C(=O)C[C@]12C (some centres not stated) | 0.8%[20.6 µM] | 3.9%[12.6 µM]
C=C1C(OC(C)=O)C(=O)C2C(C)(C)C(OC(C)=O)CCC2(C)C1CC(OC(C)=O)/C(C)=C/COC(C)=O (configuration not stated) | 32.8%[53.3 µM] | -3.6%[29.8 µM]
CC(C)(O)[C@H]1CC[C@@](C)([C@H]2[C@@H](O)C[C@@]3(C)[C@@H]4C[C@H](O[C@@H]5O[C@H](CO)[C@@H](O)[C@H](O)[C@@H]5O)[C@H]5C(C)(C)[C@@H](O[C@@H]6OC[C@@H](O)[C@H](O)[C@@H]6O)CC[C@@]56C[C@@]46CC[C@]23C)O1 | -8.3%[53.3 µM] | -9.5%[57.5 µM]
CC1=CC(=O)C[C@H]2[C@@H]1CC[C@@H](C)[C@]21CO[C@H](c2ccoc2)C1=O | 0.6%[53.3 µM] | 11.6%[29.8 µM]
Cc1[nH]c(C=C2C(=O)Nc3ccc(S(=O)(=O)Cc4c(Cl)cccc4Cl)cc32)c(C)c1C(=O)N1CCC[C@H]1CN1CCCC1 | 2.5%[53.3 µM] | 6.81µM*
OCC1OC(Oc2cc(O)c3c(c2)OC(c2ccc(O)cc2)C(O)C3)C(O)C1O (configuration not stated) | -1.0%[53.3 µM] | -2.3%[29.8 µM]
C=CS(=O)(=O)NC1CCN(C(=O)CNc2cc(I)c(Cl)cc2OC)CC1 | -6.4% | -2.9%[57.5 µM]
O=C(O)c1cn(C2CC2)c2cc(N3CCNCC3)c(F)cc2c1=O | 0.0%&0.1%[53.3 µM] | 16.8%[29.8 µM]
O=C1C(c2c(O)[nH]c3ccccc23)=Nc2ccccc21 | 0.1%&-2.8%[53.3 µM] | -13.4%
C/C=C/C=C/C(O)=C1\C(O)=C(C)C(=O)[C@@]2(C)OC(=O)[C@@](C)(NC(=O)/C=C/C(=O)O)[C@@H]12 | -2.3%[53.3 µM] | -20.2%[29.8 µM]
C/C1=C\C[C@H](O[C@@H]2O[C@H](CO)[C@@H](O)[C@H](O)[C@H]2O)/C(C)=C/[C@H]2OC(=O)[C@H](C)[C@@H]2CC1 | 1.0%[53.3 µM] | -29.8%[29.8 µM]
CC1(C)CCC[C@@]2(C)[C@H]1[C@H](O)C=C1COC(=O)[C@@]12O | -0.5% | 4.2%[57.5 µM]
OC[C@H]1O[C@@H](O[C@H]2[C@H](OCc3ccccc3)O[C@H](CO[C@@H]3OC[C@@H](O)[C@H](O)[C@H]3O)[C@@H](O)[C@@H]2O)[C@H](O)[C@@H](O)[C@@H]1O | 0.7%[53.3 µM] | 14.3%[29.8 µM]
CC1(C)CC[C@]2(C(=O)O)CC[C@]3(C)C(=CCC4[C@@]5(C)C[C@H](O)[C@H](O[C@@H]6OC[C@H](O)[C@H](O)[C@H]6O)[C@@](C)(CO)C5CC[C@]43C)[C@@H]2C1 (some centres not stated) | 2.9%[20.6 µM] | 4.6%[12.6 µM]
CC(O)(C(=O)C1CC1(CO)COC1OC(CO)C(O)C(O)C1O)C1C(O)CC2C3CC=C4CC(O)CC(O)C4(C)C3C(O)CC21C (configuration not stated) | 0.3%[20.6 µM] | -8.3%[12.6 µM]
COc1cc(NC(C)CCCN)c2ncccc2c1 (configuration not stated) | ? | 39.8µM*
CN(C)c1ccc(O)c2c1C[C@H]1C[C@H]3[C@H](N(C)C)C(=O)C(C(N)=O)=C(O)[C@@]3(O)C(=O)C1=C2O | -5.8%&3.9%[53.3 µM] | 79.4µM*!
COc1ccc(C[C@H](C)NC[C@@H](O)c2ccc(O)c(NC=O)c2)cc1 | 10.2% | -18.1%[57.5 µM]
CN1CC(=O)NC1=NC(=O)Nc1cccc(Cl)c1 | -5.1%[53.3 µM] | -0.6%
Cc1ccc(C(=O)c2cc(O)c(O)c([N+](=O)[O-])c2)cc1 | -21.0%&-21.2%[53.3 µM] | 17.4%[57.5 µM]
CN(C)c1cc2c(Nc3ccc4c(cnn4Cc4ccccc4)c3)ncnc2cn1 | ? | 12.2%
C=C1C(OC(C)=O)C(=O)C2C(C)(C)C(O)CCC2(C)C1CC(OC(C)=O)/C(C)=C/COC(C)=O (configuration not stated) | 6.8%[53.3 µM] | 19.5%[29.8 µM]
CC(C)=CCC/C(C)=C/CO | -14.8%[53.3 µM] | 5.8%[57.5 µM]
C=C[C@@]1(C)CCC2=C([C@H]1OC(C)=O)[C@H](OC(C)=O)CC1[C@](C)(C(=O)OC)CC[C@H](OC(C)=O)[C@]21C (some centres not stated) | -2.6%[53.3 µM] | 11.9%[29.8 µM]
COC(=O)C1=CO[C@@H](O[C@@H]2O[C@H](CO)[C@@H](O)[C@H](O)[C@H]2O)[C@@H]2[C@@H](C(=O)O)CC[C@H]12 | 0.0%[53.3 µM] | 6.6%[29.8 µM]
Cc1ccc(-c2c(-c3nn(C)c4ncnc(N5CC[C@H](N6CCCCC6)C5)c34)cnn2C)cc1 | 2.8% | 5.4%[57.5 µM]
CC(=O)N[C@H](Cc1ccc2ccccc2c1)C(=O)N[C@H](Cc1ccc(Cl)cc1)C(=O)N[C@H](Cc1cccnc1)C(=O)N[C@@H](CO)C(=O)N[C@@H](Cc1ccc(O)cc1)C(=O)N[C@H](CCCNC(N)=O)C(=O)N[C@@H](CC(C)C)C(=O)N[C@@H](CCCN=C(N)N)C(=O)N1CCC[C@H]1C(=O)N[C@H](C)C(N)=O | 5.0%[20.6 µM] | 23.0%[12.6 µM]
CC1=CC2/C=C(\C)CC[C@@H](O)[C@@H](O)[C@@H]3O[C@@H]3C(=O)[C@]23C(=O)N[C@@H](CC(C)C)[C@@H]3[C@@H]1C (some centres not stated) | 4.9%[53.3 µM] | -17.5%[29.8 µM]
O=C([C@@H]1CCCN(c2ccc3[nH]c(C4(n5cc(Cl)cn5)CC4)nc3n2)C1)N1CCCC1 | 1.1% | ?
CC1CNc2c(cccc2S(=O)(=O)N[C@@H](CCCN=C(N)N)C(=O)N2CC[C@@H](C)C[C@@H]2C(=O)O)C1 (some centres not stated) | 5.8%[53.3 µM] | 10.0%
COC(O)(CC(C)C)C1Oc2cc(C)[nH]c(=O)c2O1 (configuration not stated) | -1.8% | 4.3%[57.5 µM]
CC(=O)NC1=NN(C(C)=O)C(C)(c2ccccc2)S1 (configuration not stated) | -4.6% | 7.1%[57.5 µM]
N#CC1(c2cccc(C(=O)Nc3cc(Oc4ccc5nc(NC(=O)C6CC6)sc5n4)ccc3F)c2Cl)CC1 | -9.9% | 9.3%
CCc1cccc(CC)c1-n1c(C=C(C)C)c(C(=O)N2CCNCC2)cc(-c2nc(-c3ccc(C(F)(F)F)cc3)cs2)c1=O | -15.0%[53.3 µM] | 12.2%[29.8 µM]
CN1CCC(c2c(O)cc(O)c3c(=O)cc(-c4ccccc4Cl)oc23)C1CO (configuration not stated) | 13.0% | 50.1µM*
COC(=O)c1ccccc1O[C@@H]1O[C@H](CO[C@@H]2OC[C@@H](O)[C@H](O)[C@H]2O)[C@@H](O)[C@H](O)[C@H]1O | 2.6%[53.3 µM] | -4.8%[29.8 µM]
Cc1cc2c(C(C)C)c(O)c(O)c(C=O)c2c(O)c1-c1c(C)cc2c(C(C)C)c(O)c(O)c(C=O)c2c1O | 28.2µM*! | 20µM*!
COc1cc2c(cc1O)CC(O)(CO)C(CO)C2c1ccc(OC2OC(CO)C(O)C(O)C2O)c(OC)c1 (configuration not stated) | -1.3%[53.3 µM] | -1.5%[29.8 µM]
Cc1c(Cc2ccc3ccccc3n2)c2cc(F)ccc2n1CC(=O)O | -4.2% | -3.0%[57.5 µM]
C=C1[C@H](CO)[C@@H](O)C[C@@H]1n1cnc2c(=O)[nH]c(N)nc21 | 9.8%&-0.9% | -1.2%
Cn1ncc(Cl)c1-c1cc(C(=O)N[C@H](CN)Cc2cccc(F)c2)sc1Cl | -2.3% | ?
CCCCCN(CCCCC)C(=O)C(CCC(=O)O)NC(=O)c1ccc(Cl)c(Cl)c1 (configuration not stated) | -23.7%&-1.5%[53.3 µM] | 27.7%[57.5 µM]
CC(C)c1cnn2c(NCc3ccccc3)cc(NCCCCCCN)nc12 | 1.5%[53.3 µM] | ?
C[C@H]1CC[C@@]2(OC1)O[C@H]1CC3C4CC[C@H]5C[C@@H](O)CC[C@]5(C)C4=CC(=O)[C@]3(C)[C@H]1[C@@H]2C (some centres not stated) | ? | 0.9%[29.8 µM]
CC(=O)O[C@H]1[C@@H](O)[C@H](O[C@H]2[C@@H]3C=CO[C@@H](O[C@H]4O[C@@H](CO)[C@H](O)[C@@H](O)[C@@H]4O)[C@@H]3[C@@]3(CO)O[C@@H]23)O[C@@H](C)[C@@H]1OC(=O)/C=C/c1ccccc1 | -0.9%[20.6 µM] | 16.2%[12.6 µM]
COc1cccc(OC)c1C(=O)N[C@@H]1C(=O)N2[C@@H]1SC(C)(C)[C@@H]2C(=O)O | 1.3% | 18.4%&8.6%[57.5 µM]
C[C@@H]1O[C@@H](O[C@@H]2[C@@H](O)[C@H](O[C@@H]3[C@@H](O)[C@@H](O)[C@H](O[C@H]4[C@H](OC(=O)[C@]56CCC(C)(C)C[C@H]5C5=CCC7[C@@]8(C)C[C@H](O)[C@H](O[C@@H]9O[C@H](C(=O)O)[C@@H](O)[C@H](O)[C@H]9O)[C@@](C)(CO)C8[C@H](O)C[C@@]7(C)[C@]5(C)C[C@H]6O)O[C@@H](CO)[C@@H]4O)O[C@H]3C)OC[C@H]2O)[C@H](O)[C@H](O)[C@H]1O (some centres not stated) | 1.0%[13.5 µM] | 11.1%[6.45 µM]
C[C@H](N)C(=O)N[C@@H](Cc1ccc(O)cc1)C(=O)N1CCC[C@H]1C(=O)NCC(=O)N[C@@H](CCCCN)C(=O)N[C@@H](Cc1ccccc1)C(N)=O | 1.3%[13.5 µM] | 12.4%[12.6 µM]
NS(=O)(=O)c1cc2c(cc1Cl)NC(C(Cl)Cl)NS2(=O)=O (configuration not stated) | 6.3%&0.8%[53.3 µM] | 11.4%
CCC(C)SSc1ncc[nH]1 (configuration not stated) | 7.0%[53.3 µM] | 9.8%
O=C(/C=C/N1C[C@@H]2C[C@@H]1CN2c1ccccn1)c1ccccc1O | -0.6% | 20.1%[57.5 µM]
CC(C)=CCC/C(C)=C/CC/C(C)=C/CSc1ccccc1C(=O)O | ? | 50.1µM*
CO/N=C(/C(=O)N[C@@H]1C(=O)N2C(C(=O)O)=C(CSC(=O)c3ccco3)CS[C@H]12)c1csc(N)n1 | -8.2%&1.6% | ?
CCCC(C(=O)O)c1c(C)nc2ccc(Cl)cc2c1-c1ccccc1 (configuration not stated) | 4.4% | -0.6%[57.5 µM]
C=C(C(=O)O)C1CCC2(C)CCC(O)C(=C)C2C1 (configuration not stated) | -0.3% | 10.6%[57.5 µM]
Oc1ccc(C2=Cc3ccc(O)cc3OC2)cc1 | ? | ?
COc1ccc(/C=C/C(=O)N2CCCC2)cc1 | 0.2% | 15.7%[57.5 µM]
CC12CCC(=O)C=C1C(O)CC1C2C(O)CC2(C)C1CC[C@]2(O)C(=O)CO (some centres not stated) | 1.2%[20.6 µM] | 17.3%[12.6 µM]
CC(C)C(CO)Nc1nc(Nc2ccc(C(=O)O)c(Cl)c2)c2ncn(C(C)C)c2n1 (configuration not stated) | -2.8% | 2.9%[57.5 µM]
C=C1C[C@H](O)[C@@H](O)[C@@]2(C)C1[C@@H](O)[C@H]1OC(=O)C3[C@@H](C)[C@@H](O)[C@H](O)C2[C@]31C (some centres not stated) | 3.2%[53.3 µM] | 7.7%[29.8 µM]

Record cards, as listed above. Order of screens: FH mod, NTMT1 inh
`C=C(C(=O)O)C1CCC2(C)CCC(O)C(=C)C2C1` (configuration not stated) reads -0.3%, 10.6%[57.5 µM]
`CC12CCC(=O)C=C1C(O)CC1C2C(O)CC2(C)C1CC[C@]2(O)C(=O)CO` (some centres not stated) reads 1.2%[20.6 µM], 17.3%[12.6 µM]
`Oc1ccc(C2=Cc3ccc(O)cc3OC2)cc1` reads ?, ?
`COc1ccc(/C=C/C(=O)N2CCCC2)cc1` reads 0.2%, 15.7%[57.5 µM]

Continued:
SMILES | FH mod | NTMT1 inh
O[C@@H](CNC[C@H](O)[C@H]1CCc2cc(F)ccc2O1)[C@@H]1CCc2cc(F)ccc2O1 | -2.5%&11.4%[53.3 µM] | -8.0%&0.9%[57.5 µM]
C=C1C(=O)O[C@@H]2[C@H]1CC[C@H](C)[C@]1(CCC(=O)O1)C2(C)O (some centres not stated) | 5.4% | 6.8%[57.5 µM]
CC(CCc1ccc2c(c1)OCO2)NN (configuration not stated) | -3.2%[53.3 µM] | ?
CCN(CC)c1ccc2c(O)c(C=Nc3ccc(CC(=O)O)c(-c4c5c(nc6ccccc46)CCC(C(=O)NN)C5)c3)c(=O)oc2c1 (configuration not stated) | 5.2% | ?
COc1ccc(Cc2ccc(NC(N)=O)cc2)cc1-c1cccc(Cl)c1 | ? | -1.3%[57.5 µM]
CN1CCCN(C(c2ccccc2)c2ccc(Cl)cc2)CC1 (configuration not stated) | 2.1%[53.3 µM] | ?
